Compound activity from PubChem BioAssay.
Xi reactivation = activators of inactive X chromosome reactivation, primary screen, imaging, XiGFP fibroblasts, GFP high-content imaging, set 2. XiGFP mouse fibroblasts, % GFP-positive cells imaging, 3 d; cells co-treated with 5-aza-dC sensitizer; scaled so ellipticine positive control = 100%. activation, % at 7.58 µM. 0.055% of 360,000 active;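 active means mean normalized replicate activation at least 10% and every replicate at or above 10%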;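 further: 0% = median of on-plate neutral control wells and 100% = ellipticine 6 µM median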
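System: SV40-immortalized XiGFP fibroblast cells, line 68-5-11 / Incubation: 3-day compound exposure, then 15 min fixation at room temperature / Compound: single concentration per compound, delivered by pin transfer / Buffer or medium: DMEM plus 5-aza-dC sensitizer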
RAD54 branch = inhibitors of human RAD54 branch migration, primary screen, biochemical, fluorescence, single point; inhibition, % at 10.4 µM; RAD54 Holliday junction branch migration, FAM/BHQ fluorescence; 0.14% of 360,000 active;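 active means mean normalized replicate activity at least 40 and at least half of replicates scoring 40 or more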;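 further: 0% = median of neutral control wells and 100% = median of positive control wells; inhibitors cause a drop in the FAM fluorescence signal; in these data hits start at about 50%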
ARNT TACC3 PPI = disruptors of ARNT/TACC3 protein interaction, primary screen, biochemical, AlphaScreen, single concentration | Transforming acidic coiled-coil-containing protein 3 (Homo sapiens), Q9Y6A5 | inhibition, % at 9.99 µM | 0.66% of 390,000 active | AlphaScreen His-ARNT PAS-B/GST-TACC3 binding, luminescence; TACC3 fragment carries E629A point mutation;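 active means mean inhibition of replicates at least 50% and at least half of replicates each reaching 50%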;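 further: 0% = complete ARNT plus TACC3 wells and 100% = ARNT alone without TACC3; many hits fall short of the cut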
F508del corr = F508del CFTR correction, initial screen, CFBE line, single point | CFBE cells, YFP halide quenching; stimulated with forskolin plus potentiator P3; % fluorescence drop versus neutral controls | activity (quench increase), % at 7.58 µM | 0.36% of 350,000 active;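 active means mean added fluorescence quench of at least 8% versus neutral control, with both replicates also reaching 8%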;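 further: cells transiently co-express mutant CFTR-F508del with the halide-sensitive YFP; corrector assay measuring rescue of mutant channel to the surface after 24 h compound exposure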
RAD52 anneal inh = RAD52 DNA annealing inhibitors, primary screen, biochemical, FRET, single point, set 2; DNA repair protein RAD52 homolog (Homo sapiens), P43351; recombinant RAD52 DNA annealing, FRET fluorescence; inhibition, % at 18.7 µM; 0.46% of 360,000 active; AID 651710, 2012;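 active means every replicate showing at least 50% inhibition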
Target sequence (P43351 whole entry, looked up): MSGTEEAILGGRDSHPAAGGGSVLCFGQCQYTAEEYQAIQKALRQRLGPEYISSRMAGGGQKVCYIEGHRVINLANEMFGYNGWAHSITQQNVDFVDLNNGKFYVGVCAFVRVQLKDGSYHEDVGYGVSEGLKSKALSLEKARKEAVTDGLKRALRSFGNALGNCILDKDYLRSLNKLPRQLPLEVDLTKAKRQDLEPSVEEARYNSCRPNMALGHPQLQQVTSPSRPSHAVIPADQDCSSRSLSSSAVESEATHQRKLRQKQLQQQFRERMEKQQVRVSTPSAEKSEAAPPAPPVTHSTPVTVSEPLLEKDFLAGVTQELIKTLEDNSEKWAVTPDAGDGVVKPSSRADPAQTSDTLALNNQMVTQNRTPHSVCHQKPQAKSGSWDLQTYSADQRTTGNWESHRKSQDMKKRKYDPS
ERAP1 inh = human ERAP1 aminopeptidase inhibitors, primary screen, biochemical, single point, plate reader; recombinant ERAP1, Leu-AMC fluorescence, 60 min; 0.15% of 340,000 active; AID 652197, 2013; inhibition, % at 10.7 µM;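 active means mean replicate inhibition of at least 30%, or all replicates individually reaching that 30% level; inactive means mean below 30% and not every replicate reaching it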;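 further: 0% = neutral control wells and 100% = L-leucinethiol positive control wells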
esBAF inh = Bmi1 luciferase reporter increase in mESCs, primary screen, esBAF inhibitor project, mouse ES cells, Bmi1 luciferase knock-in, single point; 24 h; 100% = twice the neutral-well signal; reporter increase, % at 12.5 µM; 2% of 350,000 active; AID 602393, 2012; in the data active means activation above about 40%;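 further: 0% = median of the plate's neutral control wells and 100% = double that signal; a rise in the Bmi1 reporter signal indicates esBAF inhibition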
INS-1E GSIS act = GLuc luminescence reporter in INS-1E cells, primary screen for activators of glucose-dependent secretion of insulin; INS-1E GLuc reporter insulin secretion, 2-3 h; activation, % at 16.6 µM; 0.61% of 370,000 active; AID 743287, 2014;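 active means lowest replicate activation of at least 40%, so every replicate reaches that level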;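 further: 0% = median of neutral control wells and 100% = median of IBMX positive control wells; some compounds called inactive have numbers as strong as hits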
Active calls of the source: *; / = no result given. Compounds were not picked by outcome; 3.3% or so of the library scored in one or more.

SMILES	Xi reactivation	RAD54 branch	ARNT TACC3 PPI	F508del corr	RAD52 anneal inh	ERAP1 inh	esBAF inh	INS-1E GSIS act
Cc1ccc(NC(=O)CSCC(=O)Nc2cccc3ncccc23)cc1	0.0	/	-3.9	-4.8	-25.3	0.9	/	16.1
Cc1nn(-c2ccccc2C(F)(F)F)c(=O)c2noc(C)c12	0.1	/	-8.2	-0.2	-2.2	-6.4	/	13.5
Cc1ccc(C)c(S(=O)(=O)N2CCN(C(=O)Cn3cnc4c3c(=O)n(C)c(=O)n4C)CC2)c1	-0.1	-7.8	-5.9	-3.4	-3.9	-2.7	-4.3	-6.1
C[C@@H]1CCCCO[C@@H](CN(C)Cc2ccncc2)[C@H](C)CN([C@H](C)CO)C(=O)c2cc(NC(=O)C3CCCCC3)ccc2O1	0.2	-6.1	39.8	4.5	11.1	0.4	-3.5	-10.0
CC(=O)N1CCc2c(sc(NC(=O)Cc3ccc(C)cc3C)c2C#N)C1	0.0	-2.3	/	3.3	-9.7	0.2	-2.4	3.0
c1ccc(CN2CCC(=NNc3nc4ccccc4[nH]3)CC2)cc1	0.0	1.3	39.1	/	-7.0	-1.6	8.0	-27.5
CCOC(=O)c1c(C)[nH]c(C(=O)Cn2nnc(-c3ccc(Cl)cc3)n2)c1C	/	3.4	-7.4	/	/	/	2.9	49.0
Cc1ccccc1Cn1nc(C)c(NC(=O)c2cc(-c3ccco3)on2)c1C	0.6	/	-12.8	-0.1	-28.9	/	-3.9	-5.3
CN(C)S(=O)(=O)N1CCc2ccc(NC(=O)C3CCCO3)cc2C1 (centres undefined)	0.2	4.5	1.7	3.0	-15.8	2.8	1.5	5.7
Fc1ccc(N2CCN(C(=S)NCc3ccco3)CC2)cc1	0.1	8.8	-12.9	-2.4	-21.8	3.2	7.0	-13.3
CCC(C)NC(=O)CSc1nnc(-c2cc(OC)c(OC)c(OC)c2)c(-c2cc(OC)c(OC)c(OC)c2)n1 (centres undefined)	0.0	8.6	-7.1	1.8	-6.3	4.6	-1.1	-4.3
CC(=O)N(C)C[C@H]1Oc2cc(-c3ccccc3)ccc2S(=O)(=O)N([C@@H](C)CO)C[C@H]1C	-1.1	-4.1	-5.5	/	-13.1	0.4	2.2	15.6
COc1ccc2c3c([nH]c2c1)[C@H](CO)N(Cc1ccncc1)CC31CN(Cc2ccc(-c3ccccn3)cc2)C1	0.0	/	/	3.9	1.7	0.5	/	0.0
Cc1ccc(CN(C(=O)c2cccs2)C2CCS(=O)(=O)C2)cc1 (centres undefined)	0.0	-15.2	/	1.5	-1.2	-0.1	3.1	57.0*
O=S(=O)(c1cnc(Cl)c(Br)c1)N1CCc2ccccc21	0.1	-4.4	-5.2	-2.5	-7.5	-0.4	-2.8	2.6
COC(=O)COc1ccc(S(=O)(=O)Nc2ccc(C(N)=O)cc2)cc1C	/	3.3	-5.4	/	/	/	6.3	6.0
CCc1ccc(N(CC(=O)NC2CC2)S(=O)(=O)c2ccc(C)cc2)cc1	0.0	-3.2	-2.9	2.2	-11.0	0.8	-5.1	6.4
CC(C)NC(=O)Nc1ccc2c(c1)CC(=O)N([C@@H](C)CO)C[C@@H](C)[C@H](CN(C)S(=O)(=O)c1ccccc1)O2	0.2	-12.9	10.4	1.4	9.3	-1.8	-3.6	22.1
N#C/C(=C\c1ccc(-c2cccc([N+](=O)[O-])c2)o1)C(=O)NCCN1CCOCC1	0.4	/	-17.1	/	-9.1	13.0	/	-2.7
COCCn1ccc2c(OCC(=O)Nc3cccc(NC(C)=O)c3)cccc2c1=O	-0.1	-0.2	-3.8	-2.0	-3.7	-3.7	4.1	32.4
C[C@H]1CN([C@@H](C)CO)C(=O)Cc2cc(NS(C)(=O)=O)ccc2O[C@H]1CN(C)S(=O)(=O)c1ccc(F)cc1	0.0	9.3	-2.1	-5.3	-0.3	5.3	-0.9	6.3
CN(C)N1C(N)=C(C#N)C(c2ccccc2)C2=C1CC(C)(C)CC2=O (centres undefined)	0.0	/	/	0.6	-19.4	-1.9	/	-20.9
CN1C(=O)c2cc(NC(=O)Cc3ccccc3)ccc2OC[C@H]2O[C@@H](CC(=O)NCC3CC3)CC[C@@H]21	0.3	4.9	/	-1.7	-3.1	/	1.1	-0.6
CC(C)N1C(=O)c2ccccc2C1C(=O)NCCc1ccccc1 (centres undefined)	0.2	-1.4	-3.8	-1.2	-17.6	-2.4	-2.4	-8.7
CN(C)C(=O)C[C@@H]1CC[C@@H]2[C@@H](COc3ccc(NC(=O)c4ccc(F)cc4)cc3C(=O)N2C)O1	0.1	-3.1	-0.8	/	-0.5	0.9	4.5	4.8
SMILES	Xi reactivation	RAD54 branch	ARNT TACC3 PPI	F508del corr	RAD52 anneal inh	ERAP1 inh	esBAF inh	INS-1E GSIS act
Oc1ccc2ccccc2c1CN1CCN(C/C=C/c2ccccc2)CC1	0.0	1.9	0.8	0.3	-1.1	1.1	-9.5	-10.5
CC(=O)Nc1ccc(S(=O)(=O)NCCOc2ccc(Cl)cc2C)cc1	0.0	/	/	0.3	-6.4	-7.8	/	-36.6
CC(C)(C)NC(=O)CC1C[C@H](C(=O)N2CCCCC2)[C@@]2(CCc3ccccc3)c3[nH]c4ccccc4c3CCN2C1=O (some centres undefined)	0.3	-5.1	-0.2	5.7	0.3	0.9	-4.4	-5.6
Cc1nc(SCc2cccc(F)c2)c2oc3ccccc3c2n1	0.1	/	2.9	5.3	-2.4	-0.6	1.3	/
Cc1ccc(S(=O)(=O)N(C)CC(=O)N/N=C/c2ccc(C)o2)cc1	0.1	5.4	-9.7	-0.5	-12.3	-2.5	/	-11.1
CCCC#Cc1ccc2c(c1)O[C@@H](CN(C)C(C)=O)[C@@H](C)CN([C@H](C)CO)S2(=O)=O	-0.7	10.2	6.0	3.1	14.4	0.3	-2.5	-2.5
CN(c1ccccc1)S(=O)(=O)c1ccc(-c2ccccc2)cc1	0.0	6.6	-4.1	4.3	-12.2	2.1	0.9	0.1
Cc1sc(NC(=S)NC(=O)c2cccs2)nc1-c1ccc(CC(C)C)cc1	/	/	1.2	0.0	-4.9	1.7	/	-4.0
Cn1cc(SCC(=O)NC2CCCCC2)c2ccccc21	0.1	7.4	-2.2	0.1	-8.3	-1.8	-2.9	2.0
C[C@H](O)C#Cc1ccc2c(c1)O[C@H](CN(C)C(=O)c1ccccc1)[C@H](C)CN([C@H](C)CO)S2(=O)=O	-0.1	10.1	-1.6	1.4	12.6	-2.7	-5.3	0.4
CN(C)C(=O)c1cc2c(c(-c3cccc(C4=CCCCC4)c3)n1)[C@@H](CCO)N(S(C)(=O)=O)C2	0.1	/	/	4.5	7.0	2.6	/	7.9
COc1cccc(NC(=O)c2nc(S(C)(=O)=O)ncc2Cl)c1	0.4	1.7	-2.6	-5.3	-13.2	5.5	-10.0	54.4*
COc1ccccc1NS(=O)(=O)c1cccc(N=C2N=C(N)c3ccccc32)c1	0.0	-3.2	-1.6	6.2	-50.8	0.1	/	3.6
Cc1ccc(S(=O)(=O)N2CCN(C(=O)c3n[nH]c(=O)c4ccccc34)CC2)c(C)c1	0.1	-6.6	15.4	0.7	-1.2	1.6	-2.0	-3.6
CC(OC(=O)c1nn(C(C)C)c(=O)c2ccccc12)C(=O)Nc1ncc(Cl)cc1Cl (centres undefined)	0.0	-2.2	/	-0.8	-4.2	-1.4	-7.2	10.7
O=C(Cc1ccc(Cl)cc1)NNc1c(F)c(F)cc(F)c1F	0.0	/	-1.8	/	-10.9	-1.8	/	2.2
COc1ccc(N(C2=NCCCS2)S(=O)(=O)c2ccc(C(C)(C)C)cc2)cc1	0.0	-3.7	6.5	-1.5	-12.3	-0.2	-1.7	11.7
COc1ccc2c(c1)C1NC(=S)NC(C)(O2)C1C(=O)Nc1ccc(Cl)cc1 (centres undefined)	0.4	/	-3.5	1.1	-2.6	-3.0	/	-30.2
CC(=O)N1Cc2cc(C(=O)NCC(F)(F)F)nc(-c3cccc(-c4cc5ccccc5o4)c3)c2[C@@H]1CCO	0.0	/	/	0.0	0.0	-0.2	/	18.9
O=C(Nc1ccccc1)N1CCCCN2[C@@H](CO)[C@@H](c3ccc(C#Cc4ccccc4)cc3)[C@@H]2C1	0.2	3.5	9.4	-6.0	11.7	5.1	/	-8.3
Cc1noc(C)c1S(=O)(=O)Nc1ccc2c(c1)C(=O)N([C@H](C)CO)C[C@@H](C)[C@H](CN(C)Cc1ccccc1)OCCCC[C@@H](C)O2	0.3	-6.6	-0.2	-2.5	21.4	3.3	-7.2	-5.4
Cc1ccc(NS(=O)(=O)c2ccc3c(c2)C(=O)c2ccccc2C3=O)c(C)c1	-0.1	8.1	-3.4	/	/	/	/	-35.1
CCOc1ccc(NC(=S)NC(=O)C2CCCC2)cc1	0.0	-0.5	-5.6	-3.3	-10.2	-4.6	20.8	-19.2
COc1ccc(C(=O)N(C)CC2CCN(CCc3cccc(C(F)(F)F)c3)CC2)cc1C	0.1	-7.1	-33.5	0.9	-43.0	-0.9	3.6	/
C[C@@H]1CCCCO[C@@H](CN(C)C(=O)Nc2ccc(F)cc2)[C@H](C)CN([C@H](C)CO)C(=O)c2cc(NC(=O)c3ccncc3)ccc2O1	-0.1	-4.2	0.8	2.0	0.1	-1.0	6.1	1.1
Cc1noc(C)c1S(=O)(=O)Nc1ccc2c(c1)C(=O)N([C@H](C)CO)C[C@@H](C)[C@@H](CN(C)C)O2	-1.3	2.8	-2.0	-2.5	4.9	0.2	-2.2	0.7
O=C(Cc1ccccc1)NNS(=O)(=O)c1ccccc1[N+](=O)[O-]	0.3	-3.4	6.5	-0.9	-13.7	-1.9	-4.9	17.5
COc1ccc(CN(C)C[C@@H]2OCCCC[C@H](C)Oc3ccc(NS(=O)(=O)c4ccc(Cl)cc4)cc3C(=O)N([C@@H](C)CO)C[C@H]2C)cc1	0.2	-6.0	3.4	3.6	21.3	-5.0	-7.7	-36.4
CCCS(=O)(=O)NC(=O)C1(C)CCN1C(=O)Cc1ccc(-c2ccccc2)cc1 (centres undefined)	0.0	-1.2	/	-0.8	-7.2	5.6	-9.7	-0.3

Another view of part of the listing above:
CCC(C)NC(=O)CSc1nnc(-c2cc(OC)c(OC)c(OC)c2)c(-c2cc(OC)c(OC)c(OC)c2)n1 (centres undefined)
  Xi reactivation = 0.0; RAD54 branch = 8.6; ARNT TACC3 PPI = -7.1; F508del corr = 1.8; RAD52 anneal inh = -6.3; ERAP1 inh = 4.6; esBAF inh = -1.1; INS-1E GSIS act = -4.3
Fc1ccc(N2CCN(C(=S)NCc3ccco3)CC2)cc1
  Xi reactivation = 0.1; RAD54 branch = 8.8; ARNT TACC3 PPI = -12.9; F508del corr = -2.4; RAD52 anneal inh = -21.8; ERAP1 inh = 3.2; esBAF inh = 7.0; INS-1E GSIS act = -13.3
COc1ccc(N(C2=NCCCS2)S(=O)(=O)c2ccc(C(C)(C)C)cc2)cc1
  Xi reactivation = 0.0; RAD54 branch = -3.7; ARNT TACC3 PPI = 6.5; F508del corr = -1.5; RAD52 anneal inh = -12.3; ERAP1 inh = -0.2; esBAF inh = -1.7; INS-1E GSIS act = 11.7
Cc1ccc(S(=O)(=O)N(C)CC(=O)N/N=C/c2ccc(C)o2)cc1
  Xi reactivation = 0.1; RAD54 branch = 5.4; ARNT TACC3 PPI = -9.7; F508del corr = -0.5; RAD52 anneal inh = -12.3; ERAP1 inh = -2.5; esBAF inh = /; INS-1E GSIS act = -11.1
